Source: PubChem BioAssay (several laboratories)
V-ATPase pHluor: regulators of yeast V-ATPase proton transport; AID 504577; response, % at 10 µM; actives 0.37% (n = 350,000); S. cerevisiae, pHLuorin cytosolic pH fluorescence; in the data active = response mostly above about 7.3%, no sharp cut-off; inactive = mostly below about 5.4%; note: actives read high; inactives centre near 0; some compounds called inactive have numbers as strong as hits; reference of the scale not given here
CAL PDZ FP-1: blocks peptide binding to the human CAL PDZ domain; Q9HD26; purified CAL PDZ, TMR-peptide fluorescence polarization, 1 h; inhibition, % at 24.9 µM; actives 0.92% (n = 300,000); AID 602252;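 active = mean inhibition of at least 30% with at least half of replicates also reaching 30%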;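 note: 0% = DMSO neutral control and 100% = excess unlabeled competitor peptide PRC23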
CAL PDZ FP-2: inhibitors of human CAL PDZ peptide binding | Q9HD26 | actives 0.02% (n = 330,000) | inhibition, % at 20 µM | AID 504414 | purified CAL PDZ, TMR-peptide fluorescence polarization, 1 h;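 active = highest replicate inhibition of at least 40%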;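 note: plate controls were DMSO neutral control wells for no effect and unlabeled competitor peptide control wells for full effect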
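material = purified tagged CAL PDZ domain construct (CerCALP) | compound dosing = 20 µM, one dose | times = 1 h at RT | measured by = fluorescence polarization from S- and P-plane intensities, G-factor corrected | read-out = inhibition from polarization loss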
MITF TRPM1 HTS: MITF TRPM1 promoter activation in melanoma cells | actives 0.75% (n = 300,000) | activation, % at 12.5 µM | SK-MEL-5 TRPM1-promoter luciferase, 24 h; % of positive control, neutral wells = 0;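 active = mean activation of at least 80% with every replicate also reaching 80%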;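 note: 0% = neutral control wells and 100% = parthenolide positive control wells; values of inactives mirror those of a sister screen read the other way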
Wnt act: activates Wnt/beta-catenin signaling in a reporter cell assay | activator, plate reader | activation, % at 9.35 µM | actives 1.2% (n = 300,000); in the data active = activation above about 30%, passing the limit was not always enough;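 note: 0% = neutral control wells and 100% = positive control wells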
CDK5 inh: blocks human CDK5/p35 kinase activity; Q00535+Q15078; Recombinant CDK5/p35, ADP-Glo luminescence, 60 min; inhibition, % at 10 µM; actives 0.01% (n = 330,000); AID 488839;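 active = highest replicate inhibition of at least 50% and at least 75% of replicates reaching 50%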;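 note: plate controls were DMSO neutral control for no effect and GW8510 at 10 µM for full effect; many of its hits are not listed in these tables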
RTF Ca sens act: cardiac RTF calcium sensitization | actives 0.24% (n = 340,000) | activation, % at 7.2 µM | AID 493008 | IANBD-labeled TnC RTF fluorescence at EC20 calcium; 0% EC20 calcium, 100% full calcium | P19429+P45379;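 active = activation above the mean over all tested compounds plus 3 SD, cut at about 30% in these data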;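 note: rise in fluorescence read as greater calcium sensitivity of cardiac thin filaments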
dFosB activator: enhances mouse delta FosB homodimer DNA binding; purified delta FosB, TAMRA-CDK5 oligo fluorescence polarization; percent of positive-control signal above neutral wells; P13346; AID 493131; activation, % at 25 µM; actives 0.99% (n = 340,000);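 active = mean activation above about 17%, with every replicate also reaching it, limit read from the data, passing the limit was not always enough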;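 note: fluorescence polarization rise as delta FosB binds a TAMRA Cdk5 AP-1 oligo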
Target sequence (P13346 whole entry, looked up): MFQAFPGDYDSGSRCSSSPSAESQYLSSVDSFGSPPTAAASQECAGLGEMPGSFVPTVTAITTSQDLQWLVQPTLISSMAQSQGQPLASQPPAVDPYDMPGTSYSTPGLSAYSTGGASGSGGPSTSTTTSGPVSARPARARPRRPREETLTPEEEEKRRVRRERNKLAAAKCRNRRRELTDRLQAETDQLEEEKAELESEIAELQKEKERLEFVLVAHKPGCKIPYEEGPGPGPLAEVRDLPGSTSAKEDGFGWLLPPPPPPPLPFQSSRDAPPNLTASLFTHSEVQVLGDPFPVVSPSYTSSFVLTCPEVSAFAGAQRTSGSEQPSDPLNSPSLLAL
Tat export inh: E. coli Tat transport inhibition; E. coli MC4100 TorA-mCherry Tat export, fluorescence; AID 488895; inhibition, % at 10 µM; actives 0.036% (n = 340,000);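 active = mean replicate inhibition at least 50% and at least half of replicates individually reaching 50%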;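 note: exported cargo escapes ClpAP degradation while cytoplasmic cargo is degraded and loses fluorescence; 0% = median of neutral control wells and 100% = median of NaSCN control wells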
Rtt109 Vps75: C. albicans Rtt109 histone acetyltransferase inhibition; inhibition, % at 34.9 µM; purified Rtt109/Vps75, ThioGlo CoA-SH fluorescence, 4 h; Q5AAJ8; actives 0.16% (n = 330,000);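 active = inhibition of at least 50% in every replicate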
Target sequence (Q5AAJ8 whole entry, looked up): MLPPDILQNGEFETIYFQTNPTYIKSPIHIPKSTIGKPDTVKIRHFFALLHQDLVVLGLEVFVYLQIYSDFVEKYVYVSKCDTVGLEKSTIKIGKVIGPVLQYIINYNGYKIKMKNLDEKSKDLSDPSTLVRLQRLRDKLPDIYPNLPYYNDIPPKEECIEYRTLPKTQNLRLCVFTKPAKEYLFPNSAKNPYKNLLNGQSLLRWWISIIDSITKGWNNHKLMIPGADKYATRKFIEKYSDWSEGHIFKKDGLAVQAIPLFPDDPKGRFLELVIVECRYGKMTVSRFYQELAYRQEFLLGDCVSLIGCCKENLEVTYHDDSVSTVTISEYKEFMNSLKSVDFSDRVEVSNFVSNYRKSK
Starred values were filed as active, the others as inactive; nt = no result given. An unsorted share of the library. Share with any hit: about 4.1%.

SMILES | V-ATPase pHluor | CAL PDZ FP-1 | CAL PDZ FP-2 | MITF TRPM1 HTS | Wnt act | CDK5 inh | RTF Ca sens act | dFosB activator | Tat export inh | Rtt109 Vps75
CC1(C)CC(=O)C(C=NC2CC(C)(C)NC(C)(C)C2)=C(O)C1 | 1 | -3 | -2.0 | 0 | nt | -0.1 | 4 | 3 | -1 | nt
Cc1ccc(S(=O)(=O)Nc2ccc(C(=O)NCCCn3ccnc3)cc2)cc1[N+](=O)[O-] | 0 | -32 | -2.0 | 2 | 14 | -0.9 | 2 | -4 | -2 | -2
COc1cccc(NC(=S)N2CCN(c3ccccn3)CC2)c1 | 2 | nt | 0.0 | 16 | -5 | 0.5 | -3 | 6 | -1 | -9
O=C(NNC(=O)C1CC1)Nc1ccc(Cl)cc1 | -1 | 0 | -2.5 | -3 | -4 | -0.7 | 1 | -3 | 10 | -10
CNc1nc(N)c([N+](=O)[O-])c(Nc2ccccc2OC)n1 | 1 | -4 | 0.3 | -21 | 2 | 1.3 | -1 | -1 | 4 | 8
O=C(NC(=S)N1CCN(c2ccccn2)CC1)c1ccccc1 | 0 | 0 | -0.7 | 1 | nt | 1.7 | -7 | -3 | -8 | 10
O=C1CCCN1CCC1CCN(C(=O)Nc2ccccc2)CC1 | 4 | 1 | -0.1 | 6 | 1 | -1.0 | -1 | -9 | 0 | 1
CC1=C(C(=O)O)CC(S(=O)(=O)O)C1(C)C (configuration not stated) | 2 | -3 | 0.2 | -7 | 0 | -0.3 | -2 | -7 | 0 | -1
CCCCCN(C(=O)CCC(=O)OCC(=O)N(C)c1ccccc1)c1c(N)n(CCCC)c(=O)[nH]c1=O | 1 | -1 | -0.4 | 1 | 0 | 2.2 | 3 | -12 | 3 | 6
CC(C)(C)CC(=O)Nc1cccc2c1CCCC2 | 0 | -4 | nt | 3 | -1 | -0.3 | 9 | -10 | -12 | -24
Nc1nc(SCC(=O)c2cccc([N+](=O)[O-])c2)n[nH]1 | -4 | 0 | -1.9 | 5 | -2 | -0.7 | -6 | 4 | -4 | 16
O=C(NCCN1CCCCCC1)C1CCC(CNS(=O)(=O)c2cccc3cccnc23)CC1 (configuration not stated) | 0 | nt | 0.0 | -3 | -2 | 0.4 | 1 | 2 | -1 | -20
CCc1cc(C(=O)N/N=C/c2c(C)[nH]c3ccccc23)cs1 | -2 | -1 | 0.3 | -7 | nt | -5.5 | 4 | -5 | -2 | 4
Cc1ccc(OCC(=O)NNC(=O)CCc2ccccc2)c(Br)c1 | -2 | 0 | -0.1 | 8 | -1 | -6.5 | -3 | -9 | 32 | 0
CSc1cccc(NC(=S)N2CCC(c3ccccc3)C2)c1 (configuration not stated) | -2 | 2 | -0.9 | 65 | 5 | 0.5 | -2 | -4 | 7 | 3
CCOC(=O)C1=C(C)N=c2s/c(=C3\C(=O)Nc4ccccc43)c(=O)n2C1c1ccc2c(c1)OCO2 (configuration not stated) | -1 | -4 | -3.0 | nt | nt | -0.2 | 7 | -11 | -1 | nt
O=C(/C=C/c1ccc2c(c1)OCO2)N1CCN(c2ccccc2F)CC1 | -4 | -4 | -1.0 | 0 | nt | -0.7 | 3 | -11 | 6 | 4
CCN(c1ccccc1)S(=O)(=O)c1cc(NC(=O)CSc2n[nH]c(=O)[nH]c2=O)ccc1Cl | 1 | nt | -1.5 | -8 | 0 | -1.4 | -4 | -21 | 0 | 17
CC(C)C1Oc2ccccc2N(CC(=O)NCCCN2C(C)CCCC2C)C1=O (configuration not stated) | 7 | -6 | -1.2 | 1 | -2 | 0.8 | -2 | -10 | 3 | -1
FC(F)(F)c1cc(CCN2C(=S)NC[C@@H]2c2ccccc2)cc(C(F)(F)F)c1 | 2 | -2 | -0.8 | -17 | 0 | 0.8 | 2 | -5 | 11 | 5
COC(=O)c1ccccc1NC(=O)[C@@H]1CCC(=O)N1C1OC(=O)c2c1ccc(OC)c2OC (some centres not stated) | 5 | -5 | -8.1 | 5 | -1 | -0.6 | 17 | -9 | 0 | 3
Cc1ccc(OCCNCC(O)COc2ccccc2)cc1 (configuration not stated) | -2 | -2 | -0.9 | nt | 1 | -0.2 | 7 | -7 | -6 | -5
COc1cc(C)ccc1OCCCCOc1ccccc1C(C)=O | 1 | -2 | -3.1 | -6 | 2 | 0.8 | 0 | -5 | 8 | 1
COc1ccc(Cl)cc1N(CC(=O)NC1CC2CCC1C2)S(=O)(=O)c1ccccc1 (configuration not stated) | 5 | -4 | -1.2 | -6 | 1 | -0.3 | -4 | -1 | 11 | 9
CCN1CCN(S(=O)(=O)c2cc3c(cc2Cl)NC(=O)CO3)CC1 | -1 | nt | 0.0 | nt | -3 | -1.3 | -2 | -5 | 8 | -10
(list continues)
SMILES | V-ATPase pHluor | CAL PDZ FP-1 | CAL PDZ FP-2 | MITF TRPM1 HTS | Wnt act | CDK5 inh | RTF Ca sens act | dFosB activator | Tat export inh | Rtt109 Vps75
Cc1nn(-c2ccccc2)c(Cl)c1C(=O)NC1CCCCC1 | 1 | 0 | -0.8 | 12 | -1 | -0.8 | 16 | -3 | -2 | 1
CCOC(=O)c1c(C)c(C(=O)N2CCN(c3cccc(Cl)c3)CC2)c(C)n1C | -2 | -2 | 0.9 | -6 | nt | -0.6 | -4 | -7 | 6 | 7
O=C(CN1C(=O)NC(c2ccccc2)(c2ccccc2)C1=O)N1CCN(c2ccc(F)cc2)CC1 | -2 | -4 | -0.9 | -2 | -1 | -2.7 | 0 | -6 | 0 | 1
COc1ccc([N+](=O)[O-])cc1NC(=S)Nc1ccccc1 | -6 | -4 | -0.1 | -9 | nt | -1.1 | 2 | 4 | -6 | -3
CCOc1ccc2c(c1)C(c1ccccc1)=NNC(c1ccccc1)=N2 | 2 | -4 | -0.6 | 5 | -1 | 0.0 | -2 | -8 | -4 | -6
Cc1cc(N/N=C/c2cccc(Br)c2)nc2ccccc12 | -4 | 0 | -0.1 | 48 | 16 | 0.0 | 0 | 1 | -3 | 0
Nc1ccc2nn(-c3cc([N+](=O)[O-])ccc3O)nc2c1 | 1 | -3 | -1.6 | -2 | 0 | 0.0 | -5 | -8 | -3 | -1
COc1cc(C(=O)NC(=S)Nc2ccc(Cl)cn2)cc(OC)c1OC | 0 | 1 | 0.1 | -12 | 0 | -4.5 | -4 | -12 | 9 | -5
COc1ccc(-c2nnc(SCc3nnc(-c4ccccc4)o3)n2C)cc1OC | -1 | -1 | -2.2 | nt | 6 | -1.4 | 5 | -9 | 4 | -7
COc1cc(OC)c(OC)cc1/C=C1/C(=O)N=C(N)N1C | 3 | 0 | -1.6 | -2 | -1 | -2.5 | 5 | -5 | 5 | -12
CCCCC(NC(C)=O)c1nc2ccccc2n1CCCC (configuration not stated) | 4 | -6 | -0.7 | 4 | 2 | 1.5 | 1 | -4 | -1 | -2
COc1ccccc1NS(=O)(=O)c1ccc(O)c(C(=O)OCC(=O)Nc2ccccc2F)c1 | -1 | nt | -1.3 | 1 | 0 | -1.4 | 4 | -12 | 1 | 4
CC(=O)c1c(C)nn(-c2ccccc2)c1C | -3 | -3 | 0.0 | nt | 4 | 1.4 | 3 | 2 | -2 | 7
COc1ccc(C(=O)NCC(c2cccs2)N2CCc3ccccc32)cc1OC (configuration not stated) | 1 | -1 | -1.3 | -21 | 1 | -0.6 | -9 | -6 | 4 | 4
CS(=O)(=O)N1CCN(c2ccccc2NC(=O)c2ccc(-c3ccc(Br)cc3)o2)CC1 | -1 | -4 | -0.8 | 22 | nt | 0.5 | -9 | -3 | -3 | 2
COC(=O)c1ccc(Cn2cc(Cl)cn2)o1 | -3 | -3 | -0.1 | -3 | -2 | 1.1 | -6 | -1 | -3 | -4
O=C(CCc1nnc(CCc2ccccc2)o1)N1CCCCC1CCn1cccn1 (configuration not stated) | 0 | -4 | -3.6 | 4 | -2 | -3.1 | -1 | -7 | -1 | -2
Cc1c(CC(=O)O)c(=O)oc2cc(OCc3ccc(F)cc3F)ccc12 | 1 | -4 | -1.3 | 2 | 2 | -0.2 | -8 | -12 | -11 | 15
Cc1ccc(C(=O)Nc2nncs2)cc1S(=O)(=O)N1CCOCC1 | 3 | 0 | 0.2 | 5 | -4 | 2.6 | -3 | -6 | -1 | -6
Cc1ccc(N2CC(C(=O)Nc3nc4ccc(S(C)(=O)=O)cc4s3)CC2=O)cc1C (configuration not stated) | -4 | -3 | -4.3 | 3 | -3 | -0.1 | 5 | -7 | -1 | 9
CCOc1cc(C(=S)N2CCOCC2)cc(Br)c1OS(=O)(=O)c1ccccc1 | -5 | -2 | -4.1 | nt | -1 | 2.0 | -6 | -11 | 2 | 1
CCOCc1nnc(NC(=O)CSc2ccc(C)cc2)s1 | -3 | 1 | -1.4 | -10 | -4 | -0.3 | -4 | -5 | -6 | 7
COc1ccc(CCNC(=O)c2c(O)c3ccccc3[nH]c2=O)cc1OC | 1 | nt | -0.5 | 17 | 2 | 2.2 | 1 | 6 | 12 | -6

A second format for some results above:
Structure	V-ATPase pHluor	CAL PDZ FP-1	CAL PDZ FP-2	MITF TRPM1 HTS	Wnt act	CDK5 inh	RTF Ca sens act	dFosB activator	Tat export inh	Rtt109 Vps75
Cc1nn(-c2ccccc2)c(Cl)c1C(=O)NC1CCCCC1	1	0	-0.8	12	-1	-0.8	16	-3	-2	1
CCOC(=O)c1c(C)c(C(=O)N2CCN(c3cccc(Cl)c3)CC2)c(C)n1C	-2	-2	0.9	-6	nt	-0.6	-4	-7	6	7
O=C(CN1C(=O)NC(c2ccccc2)(c2ccccc2)C1=O)N1CCN(c2ccc(F)cc2)CC1	-2	-4	-0.9	-2	-1	-2.7	0	-6	0	1
COc1ccc([N+](=O)[O-])cc1NC(=S)Nc1ccccc1	-6	-4	-0.1	-9	nt	-1.1	2	4	-6	-3
CCOc1ccc2c(c1)C(c1ccccc1)=NNC(c1ccccc1)=N2	2	-4	-0.6	5	-1	0.0	-2	-8	-4	-6
Cc1cc(N/N=C/c2cccc(Br)c2)nc2ccccc12	-4	0	-0.1	48	16	0.0	0	1	-3	0
Nc1ccc2nn(-c3cc([N+](=O)[O-])ccc3O)nc2c1	1	-3	-1.6	-2	0	0.0	-5	-8	-3	-1
COc1cc(C(=O)NC(=S)Nc2ccc(Cl)cn2)cc(OC)c1OC	0	1	0.1	-12	0	-4.5	-4	-12	9	-5
COc1ccc(-c2nnc(SCc3nnc(-c4ccccc4)o3)n2C)cc1OC	-1	-1	-2.2	nt	6	-1.4	5	-9	4	-7
COc1cc(OC)c(OC)cc1/C=C1/C(=O)N=C(N)N1C	3	0	-1.6	-2	-1	-2.5	5	-5	5	-12
CCCCC(NC(C)=O)c1nc2ccccc2n1CCCC (configuration not stated)	4	-6	-0.7	4	2	1.5	1	-4	-1	-2
